# BoNT-A LC inh2: blocks Botulinum neurotoxin A light chain protease | multiplex microsphere protease substrate cleavage, flow cytometry | inhibition, % at 10 µM | 360,000 tested, 0.17% active | AID 588499; further: plate controls were buffer without enzyme for full effect and enzyme alone for no effect
# FadD28 binding: inhibitors of Mycobacterium tuberculosis FadD28 bisubstrate binding | AID 588549 | FadD28 bisubstrate probe binding, fluorescence polarization | 360,000 tested, 0.22% active | inhibition, % at 12.5 µM; in the data active means inhibition above about 8.5%, passing the limit was not always enough; inconclusive means no clear call, values can overlap the other calls
# Anthrax LF inh2: blocks Bacillus anthracis lethal factor protease; multiplex microsphere protease cleavage assay, LF; inhibition, % at 10 µM; 360,000 tested, 0.12% active; AID 588501; further: plate controls were buffer without enzyme for full effect and enzyme alone for no effect
# Target sequence (P15917 whole entry, looked up): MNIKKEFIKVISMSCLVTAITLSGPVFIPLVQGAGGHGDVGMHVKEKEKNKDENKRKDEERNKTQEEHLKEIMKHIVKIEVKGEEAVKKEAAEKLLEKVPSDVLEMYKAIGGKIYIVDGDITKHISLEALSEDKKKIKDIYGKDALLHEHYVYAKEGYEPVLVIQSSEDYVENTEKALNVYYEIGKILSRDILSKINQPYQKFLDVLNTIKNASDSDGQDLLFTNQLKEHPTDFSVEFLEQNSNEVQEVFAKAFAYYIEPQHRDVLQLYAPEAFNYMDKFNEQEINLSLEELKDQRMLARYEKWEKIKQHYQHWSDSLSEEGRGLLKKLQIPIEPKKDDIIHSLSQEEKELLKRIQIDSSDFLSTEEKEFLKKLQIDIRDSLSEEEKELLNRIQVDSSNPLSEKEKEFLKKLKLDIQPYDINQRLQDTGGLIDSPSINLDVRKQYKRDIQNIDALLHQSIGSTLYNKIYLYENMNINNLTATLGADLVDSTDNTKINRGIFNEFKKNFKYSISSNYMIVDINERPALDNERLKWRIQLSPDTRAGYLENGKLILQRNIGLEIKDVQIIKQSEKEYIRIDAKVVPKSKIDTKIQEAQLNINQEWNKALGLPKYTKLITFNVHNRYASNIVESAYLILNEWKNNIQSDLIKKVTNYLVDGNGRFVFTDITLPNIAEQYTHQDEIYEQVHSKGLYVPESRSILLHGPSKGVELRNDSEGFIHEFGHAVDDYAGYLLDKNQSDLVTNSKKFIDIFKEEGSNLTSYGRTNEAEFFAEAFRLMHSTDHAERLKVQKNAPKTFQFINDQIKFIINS
# CCHFV vOTU inh: blocks the CCHF virus ovarian tumor domain protease | inhibition, % at 11.5 µM | CCHFV vOTU protease, Pep-AMC fluorescence | 370,000 tested, 0.55% active | AID 651958; in the data active means inhibition above about 30%; further: 0% = vehicle wells with enzyme and 100% = no enzyme wells
# Y pestis TopoI: Y. pestis Topo-I inhibition via cleavage products; Y. pestis Topo-I cleavage product accumulation, plate reader; activity, % at 10 µM; 360,000 tested, 0.064% active; AID 504884; in the data active means activity above about 50%, passing the limit was not always enough; inconclusive means no clear call, values can overlap the other calls; further: inactives centre near 2
# PfHsp40 yeast: compounds rescuing yeast from Plasmodium falciparum HSP40 toxicity; S. cerevisiae expressing PfHsp40, growth rescue, ATP luminescence; growth rescue, % at 12.5 µM; 340,000 tested, 0.68% active; in the data active means growth rescue above about 28%, passing the limit was not always enough; inconclusive means no clear call, values can overlap the other calls;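 further: yeast W303a lacking pdr1 and pdr3 grown in galactose medium; growth measured after three days at 30 °C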
# PrPC TRFRET: reduces human prion protein on the cell surface. P04156. cell surface PrPC, TR-FRET read-out. inhibition, % at 13.8 µM. 370,000 tested, 0.43% active; in the data active means inhibition above about 24%; further: 0% = median of the test wells and 100% = reference compound wells
# TcdB inh: inhibitors of Clostridioides difficile toxin B glycohydrolase; P18177; TcdB glycohydrolase enzymatic assay, plate reader; inhibition, % at 9.99 µM; 350,000 tested, 0.24% active; AID 652162; in the data active means inhibition above about 10%
# BoNT-F LC inh: inhibitors of Botulinum neurotoxin F light chain protease; Multiplex microsphere protease cleavage assay, flow cytometry; 360,000 tested, 0.22% active; AID 588497; inhibition, % at 10 µM; in the data active means inhibition above about 35%, passing the limit was not always enough; inconclusive means no clear call, values can overlap the other calls; further: plate controls were buffer without enzyme for full effect and enzyme alone for no effect
# Numbers without * were called inactive; ? = inconclusive; . = not tested or not shown; & = joins results of further samples. Unless noted, no stated cut-off is given here; in the data, active means inhibition above about 30%; inconclusive means no clear call, values can overlap the other calls; inactive means below that.
SMILES,BoNT-A LC inh2,FadD28 binding,Anthrax LF inh2,CCHFV vOTU inh,Y pestis TopoI,PfHsp40 yeast,PrPC TRFRET,TcdB inh,BoNT-F LC inh
Cc1ccc(S(=O)(=O)N2CCC(=O)N(C(COCc3ccc(Cl)cc3)Cc3ccccc3)CC2)cc1 (stereo not given),-0.4,-5.3,-7,14,37,5.4,-2,-0.8,-1
CCc1ccc(S(=O)(=O)Nc2c(C)nn(C)c2C)cc1,0.4,0.1,0,-4,-6,0.4,1,.,10
O=C(O)/C=C/C(=O)c1ccc(O)cc1,0.0,-3.5,3,3,-1,-2.8,4,0.2,0
COCCNC(=O)C1(C)CCCN(C(=O)c2cc(F)cc(F)c2)C1 (stereo not given),0.2,-2.8,1,19,-2,.,-5,-0.1,5
CC[C@@H](O)C[C@H]1CCC[C@@]2(C[C@@H]3OC(=O)/C=C/[C@@](C)(O)[C@@H](O)[C@H](C)[C@@H](O)[C@H](OC4CCC(N(C)C)C(C)O4)[C@@H](O)[C@](C)(O)CCCCC/C=C/[C@@H]4CC(C)(C)O[C@@]4(O)C[C@H](O2)[C@H]3C)O1 (stereo not given in full),-0.6,-1.5,-1,11,1,56*,22,1.6,-7
Cc1nnc(Oc2ccccc2F)c2ccccc12,0.7,-3.0,-1,-6,1,-0.2,-4,.,-29
[O-]/[N+](=C\C=C\c1ccccc1)c1ccccc1,0.8,-2.0,-6,-11,-1,-0.6,0,0.9,4
CCOc1cccc(-c2nc(C(N)=O)c3[nH]c(=O)n(-c4cccc(Cl)c4)c3n2)c1O,0.2,-3.2,-6,-2,2,-0.6,1,0.8,-5
CCc1ccc(CCC(=O)Nc2ccc(C)cc2C)o1,0.4,-0.9,-4,-16,4,-1.2,-6,.,-6
Cc1c(N=C2C=C(Br)C(=O)C(Br)=C2)c(=O)n(-c2ccccc2)n1C,0.6,-1.7,-14,20,3,-0.2,-17,-1.3,-20
Cc1ccc(-c2n[nH]c(=S)n2/N=C/C=C\c2ccccc2[N+](=O)[O-])cc1,0.3,-1.4,-1,10,1,4.4,-4,.,7
ON(CCc1ccncc1)Cc1ccccc1,-0.7,-2.9,-1,10,-10,-1.3,-7,0.6,-1
CS(=O)(=O)N1CCC2(CC1)OCCN2S(=O)(=O)c1ccccc1,0.6,0.2,-1,12,2,-1.2,5,-4.7,-7
CCN(C(=N)N=C(N)N)c1ccccc1,-0.9,-0.1,1,-9,3,0.0,1,0.5,-4
COc1ccc(Cc2n[nH]c(=S)n2Cc2ccccc2)cc1Cl,0.3,-2.6,-1,-5,5,-0.3,1,1.7,0

# Single records, as listed above. Order of screens: BoNT-A LC inh2	FadD28 binding	Anthrax LF inh2	CCHFV vOTU inh	Y pestis TopoI	PfHsp40 yeast	PrPC TRFRET	TcdB inh	BoNT-F LC inh
# `CS(=O)(=O)N1CCC2(CC1)OCCN2S(=O)(=O)c1ccccc1` in the list: 0.6	0.2	-1	12	2	-1.2	5	-4.7	-7
# `Cc1ccc(-c2n[nH]c(=S)n2/N=C/C=C\c2ccccc2[N+](=O)[O-])cc1` in the list: 0.3	-1.4	-1	10	1	4.4	-4	.	7
# `ON(CCc1ccncc1)Cc1ccccc1` in the list: -0.7	-2.9	-1	10	-10	-1.3	-7	0.6	-1

# The results go on.
SMILES,BoNT-A LC inh2,FadD28 binding,Anthrax LF inh2,CCHFV vOTU inh,Y pestis TopoI,PfHsp40 yeast,PrPC TRFRET,TcdB inh,BoNT-F LC inh
CCOC(=O)C1CCN(c2ncnc3c2cnn3C)CC1,-1.0,-1.5,-14,.,-3,-0.8,.,0.6,8
CC1CCC2(CC1)NC(=O)N(CC(=O)Nc1ccc(C(N)=O)cc1)C2=O (stereo not given),0.1,-0.7,-8,9,3,-1.2,1,-2.3,-4
COc1cc2oc(=O)cc(-c3ccc(-c4ccc(C)cc4)cc3)c2c(OC)c1OC,0.1,-3.5,-4,-3,4,0.2,10,0.6,-2
O=C(COC(=O)/C=C/c1ccc(OC(F)F)cc1)Nc1ccc(S(=O)(=O)N2CCCC2)cc1,-0.3,-2.6,-1,1,17,2.3,-7,.,-6
O=C(NCc1ccccc1Cl)c1ccc2nc[nH]c2c1,0.4,-4.2,1,-5,1,-1.0,7,-0.5,-4
CC(C)(C)OC(=O)NCc1ccc(CNC(=O)c2nc[nH]c2C(=O)N2CCc3ccccc3C2)cc1,0.5,-2.8,1,0,1,1.0,4,0.6,-3
C/C(=N\NC(=O)c1nc2ccccn2c1C)c1cccc([N+](=O)[O-])c1,-1.0,-1.9,-3,-1,-8,-0.7,-3,-0.2,-10
CCC(c1nnnn1-c1ccc2c(c1)OCCO2)N1CCN(C)CC1 (stereo not given),0.1,.,-6,-3,.,.,-5,-0.7,4
CC1=Nc2cccc3cccc(c23)N1,-1.1,-1.4,-14,0,-12,-0.9,1,.,-24
O=C(N/N=C/c1ccc([N+](=O)[O-])o1)c1sc2ccccc2c1Cl,-0.9,-1.4,-2,25,-6,-1.0,2,0.7,2
CCn1c(SCC(=O)Nc2ccc(F)cc2)nc2ccccc2c1=O,-1.7,0.0,-2,-1,2,-0.3,6,0.3,-18
Cc1nn(-c2ccccc2)c2c1C(c1ccc3c(c1)OCO3)SCC(=O)N2 (stereo not given),0.3,-0.8,-2,-15,13,1.4,1,3.2,-6
CC(=O)Oc1cc2oc(=O)cc(C)c2cc1Cl,0.4,-0.9,8,-377,-6,-1.5,-2,1.6,1
COc1ccc(-n2c(=O)c3c(C)c(C)sc3n(Cc3cccc(F)c3)c2=O)c(OC)c1,-1.5,-0.1,-2,-3,6,-1.5,-3,2.0,-11
CCOC(=O)C1=CN(Cc2ccco2)S(=O)(=O)N(C)C1c1ccc(F)c(Cl)c1 (stereo not given),-0.2,0.5,-11,5,19,0.0,3,0.1,-1

# An excerpt from above in order of molecular weight, high to low:
SMILES,BoNT-A LC inh2,FadD28 binding,Anthrax LF inh2,CCHFV vOTU inh,Y pestis TopoI,PfHsp40 yeast,PrPC TRFRET,TcdB inh,BoNT-F LC inh
Cc1ccc(S(=O)(=O)N2CCC(=O)N(C(COCc3ccc(Cl)cc3)Cc3ccccc3)CC2)cc1 (stereo not given),-0.4,-5.3,-7,14,37,5.4,-2,-0.8,-1
O=C(N/N=C/c1ccc([N+](=O)[O-])o1)c1sc2ccccc2c1Cl,-0.9,-1.4,-2,25,-6,-1.0,2,0.7,2
COCCNC(=O)C1(C)CCCN(C(=O)c2cc(F)cc(F)c2)C1 (stereo not given),0.2,-2.8,1,19,-2,.,-5,-0.1,5
CCc1ccc(S(=O)(=O)Nc2c(C)nn(C)c2C)cc1,0.4,0.1,0,-4,-6,0.4,1,.,10
O=C(NCc1ccccc1Cl)c1ccc2nc[nH]c2c1,0.4,-4.2,1,-5,1,-1.0,7,-0.5,-4
CC(=O)Oc1cc2oc(=O)cc(C)c2cc1Cl,0.4,-0.9,8,-377,-6,-1.5,-2,1.6,1
ON(CCc1ccncc1)Cc1ccccc1,-0.7,-2.9,-1,10,-10,-1.3,-7,0.6,-1

# New compounds follow.
SMILES,BoNT-A LC inh2,FadD28 binding,Anthrax LF inh2,CCHFV vOTU inh,Y pestis TopoI,PfHsp40 yeast,PrPC TRFRET,TcdB inh,BoNT-F LC inh
COc1ccc(C(=O)Nc2c(N)nc(SCC(=O)N3CCC(C)CC3)[nH]c2=O)cc1,-0.7,-1.7,-2,-3,1,-1.1,4,-3.7,-15
C#CCOCCOCCOCCNc1nc(N2CCN(C(=O)CCCCCCCCCCNC(=O)Cn3cc(C[C@@H](C)O)nn3)CC2)nc(N2CCN(C(=O)CCCCCCCCCCNC(=O)[C@H](CO)n3cc(CCCSC)nn3)CC2)n1,-0.4,-3.6,1,7,26,2.4,-3,0.7,-2
Cc1ccc(NC(=O)N(C2CCCCC2)C(C)c2cccnc2)cc1C (stereo not given),-0.3,0.8,-6,2,5,-0.4,3,-0.4,1
COCCn1c(C)cc(C(=O)CN2C(=O)NC3(CCCCCCC3)C2=O)c1C,-0.3,-4.8,-2,-17,15,-0.9,0,2.1,0
CC1CCN(c2nnc(NC(=O)Cn3c(=O)oc4ccccc43)s2)CC1,0.2,-1.7,-2,4,5,-0.5,-6,0.7,6
N#C/C(=C/c1ccc(N2CCOCC2)o1)C(=O)N1CCOCC1,-0.6,0.7,-1,20,4,-2.7,-18,-0.7,-2
C[C@H]1O[C@H](C2CCCC2)CC2=C1C(=O)OC(C)(C)O2,0.7,.,2,-1,.,.,5,0.1,5
CCNc1nc(OCC)nc(N2CCC(Cc3ccccc3)CC2)n1,-1.4,-1.6,0,0,-2,-0.5,-1,.,-18
C[C@H]1CN([C@@H](C)CO)C(=O)CCCn2cc(nn2)CO[C@@H]1CN(C)C(=O)Nc1ccc(C(F)(F)F)cc1,-0.1,-4.6,-3,-3,-9,.,0,0.9&-2.2,6
O=C(N/N=C\c1ccc[nH]1)C1COc2ccccc2O1 (stereo not given),?,-2.5,-18,8,-2,0.0,1,-0.6,?
Cc1cnn(-c2cc(N/N=C/c3ccccc3)ncn2)c1,0.5,-0.3,-1,.,-4,-1.6,.,1.7,8
O=C(Nc1ccc(S(=O)(=O)NCc2ccco2)cc1)c1ccc2ccccc2n1,0.7,-3.2,6,-21,15,-0.6,-2,.,7
CCN(CC)c1ncnc2sc(C(=O)N3CCN(c4ccc(OC)cc4)CC3)c(C)c12,0.2,-2.5,-3,.,18,-0.2,.,.,-4
CCOc1ccc(CN2CCNC(=O)C2CC(=O)NCCCOc2cccnc2)cc1 (stereo not given),1.0,-1.5,-1,25,5,-1.2,0,0.1,-1
Nc1ccc2c(c1)C(=O)C(=O)c1ccccc1-2,-0.7,6.0,-9,101*,-24,-0.5,64*,.,2
O=C(c1c[nH]cc1-c1ccccc1)c1cccc2ccccc12,-1.1,-4.3,-6,1,-2,1.6,2,.,20
COC(=O)Cc1ccc(NC(=S)NCCCN2CCOCC2)cc1,-0.9,1.0,3,6,-5,0.3,-4,-0.2,-5
O=C(c1ccccc1)C(CN1CCCC1)c1ccccc1 (stereo not given),1.4,0.9,2,-3,1,-0.1,-4,.,-6
Cc1ccc(S(=O)(=O)CCC(=O)OCc2ccc(S(=O)(=O)C(C)C)cc2)cc1,0.3,.,-1,1,-1,0.6,0,1.2,-1
CCOc1ccc(-n2c(SCC(=O)Nc3ccc(Br)cc3)nc3n[nH]c(C)c3c2=N)cc1,0.5,-4.2,1,0,13,-1.6,-5,0.6,1
O=C(CCNC(=O)c1ccco1)NCCc1ccc(Cl)cc1,-4.3,-2.7,-1,7,-11,-2.3,-5,-0.5,-6
CCOc1ccc(NC(=O)/C=C/c2ccc(OC)cc2)c([N+](=O)[O-])c1,0.1,-2.8,-4,9,2,-0.1,-3,.,-7
O=C(NCc1cccnc1)C(=O)N/N=C/c1ccc([N+](=O)[O-])cc1,-0.6,0.4,-2,13,4,1.8,-14,0.3,-3
COCCNC(=O)CN1CCC(n2c(C)nc3cc(C(F)(F)F)ccc32)CC1,1.3,-0.2,4,-5,-6,0.3,-3,.,2
COc1ccc(S(=O)(=O)NNC(=O)c2ccc(-n3c(C)ccc3C)cc2)cc1,-1.6,-0.2,-28,-14,2,-0.5,-3,-0.2,-42
CCOC(=O)CN1C(=O)C(O)(CC(=O)c2ccco2)c2ccccc21 (stereo not given),-0.3,-1.2,-6,9,1,-0.9,-13,.,-30
COc1cc([N+](=O)[O-])ccc1NC(=S)NNC(=O)c1ccc2c(c1)OCO2,-3.4,?,7,21,-12,5.7,-6,2.4,-1
COc1ccc(S(=O)(=O)N(C)CC(=O)NCc2ccccn2)cc1,-2.2,-0.4,4,24,2,-0.4,5,1.4,1
COCCOc1ccc(C(F)(F)F)cc1NC(=O)c1ccc(C(F)(F)F)cc1,0.6,-2.2,2,5,-9,-0.4,-6,2.5,0
COc1ccc(-c2c(-c3ccc(O)cc3O)n[nH]c2C(F)(F)F)cc1,0.4,-11,4,-1,29,1.6,3,8.0,0
CSc1ccccc1C(=O)Nc1cccc(C(C)=O)c1,-9.2,-0.6,-1,-5,1,-0.4,4,.,-11

# Compound activity: PubChem, several laboratories
